Polio RdRp inh: poliovirus RNA polymerase inhibition; P03300; poliovirus polymerase elongation, fluorescence polarization; active compounds read low; % elongation, % (compound at 16.7 µg/mL); 150,000 compounds, 0.66% hits; AID 588519; in the data active = % elongation below about 90%; note: some results filed as inactive read as strong as hits
Target sequence (P03300 1749-2209 limits assumed): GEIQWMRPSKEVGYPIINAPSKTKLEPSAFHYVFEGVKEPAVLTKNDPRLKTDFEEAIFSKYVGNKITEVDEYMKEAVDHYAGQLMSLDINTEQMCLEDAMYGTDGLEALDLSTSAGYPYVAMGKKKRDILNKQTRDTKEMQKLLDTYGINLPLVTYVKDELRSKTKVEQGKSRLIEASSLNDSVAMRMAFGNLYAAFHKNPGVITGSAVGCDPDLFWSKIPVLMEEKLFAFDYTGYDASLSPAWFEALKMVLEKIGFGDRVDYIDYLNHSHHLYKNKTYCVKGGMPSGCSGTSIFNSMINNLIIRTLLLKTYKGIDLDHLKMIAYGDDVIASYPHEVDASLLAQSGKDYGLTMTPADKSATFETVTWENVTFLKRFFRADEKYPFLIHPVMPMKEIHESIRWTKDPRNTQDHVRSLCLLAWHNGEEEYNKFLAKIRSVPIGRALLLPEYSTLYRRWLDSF
Polio RdRp inh FP z-score: second read-out of Polio RdRp inh, no call of its own (marks repeat the call); z-score; measured here: FP z-score; hits read low
* hit, by the source's call; & = joins results of further samples. A portion of the library. The share of hits here may be higher or lower than overall.

SMILES	Polio RdRp inh	Polio RdRp inh FP z-score
CCOC(=O)c1cnc2ccc(C(=O)OC)cc2c1N1CC2(C)CC1CC(C)(C)C2 (stereo not given)	101.0	-0.2
CC(Cc1ccco1)NC(=O)c1ccc(NC(=O)C2=CSCCO2)cc1 (stereo not given)	100.0	-0.9
Cn1c2ccc(F)cc2c2nnc(SCCN3CCCCC3)nc21	101.0	-0.6
CCOc1ccc(Oc2nnc(C)c3ccccc23)cc1	104.0	0.2
CCOc1ccc(CCNC(=O)CSc2n[nH]c(-c3ccccc3)n2)cc1OCC	108.0	-0.1
CCCn1c(N)c(C(=O)CN2CCCc3ccccc32)c(=O)n(C)c1=O	107.0	0.5
CCOC(=O)c1ccc(CN(Cc2ccccc2C)S(=O)(=O)c2ccc(F)c(C(=O)Nc3cccc(OC)c3)c2)cc1	109.0	0.3
COc1cc(OC)cc(C(=O)Nc2ccc3nc(Nc4cccc(C(F)(F)F)c4)cc(C)c3c2)c1	109.0	0.7
CCc1ccc2oc(C(=O)Nc3c(C)n(C)n(-c4ccccc4)c3=O)cc(=O)c2c1	102.0	-1
c1ccc(OCc2nc3c4c5c(sc4ncn3n2)CCCC5)cc1	99.0	-0.6
C=CCNC(=O)c1c(N)n(CCc2ccccc2F)c2nc3ccccc3nc12	104.0	1.1
Cc1cc(=O)[nH]c(=S)[nH]1	101.0&101.0	-0.3&0.4
COC(=O)c1ccc(C(=O)OC)c(NC(=O)c2cc3nc(-c4ccc(C)cc4)cc(C(F)(F)F)n3n2)c1	104.0	-0.3
CC(=O)Nc1ccc(Oc2ccc(S(=O)(=O)N3CCCC3)cn2)cc1	103.0	-0.1
O=C(CCCN1C(=O)c2cccnc2Sc2ccccc21)NC1CCCC1	101.0	0.2
CSC1=NC(c2ccc(N(C)C)cc2)NN1 (stereo not given)	105.0	0.2
Cc1ccc(NC(=O)NC2CCN(C)CC2)cc1Cl	100.0	-0.2
CC1S/C(=C\C#N)NC1=O (stereo not given)	101.0	-0.1
Cc1ccc(OC(=O)CSc2nnc(-c3ccco3)n2-c2ccccc2)cc1	101.0	0
Cn1c(C(=O)N2CCN(Cc3ccccc3)CC2)cc2c(=O)n(C)c3ccccc3c21	99.0	-1.6
ClCc1nc(Cl)c2c3c(sc2n1)CCCC3	99.0	-0.7
O=c1c(S(=O)(=O)c2ccccc2)cn(Cc2ccccc2)c2cc(N3CCCC3)c(F)cc12	111.0	0.8
Cc1cc2c(cc1NC(=O)c1ccc(C(C)(C)C)cc1)n(C)c(=O)c(=O)n2C	103.0	-0.6
N#C/C(=C\c1cccs1)Sc1nc2ccccc2s1	100.0	0
O=C(COC(=O)C1(c2ccc(F)cc2)CCCC1)NCc1ccco1	101.0	-0.2
O=C(NCCOc1ccccc1)c1ccccc1Cl	103.0	0.1
CC1CCCN(CCCNC(=O)C2CCCN(c3ncnc4c3nc3n4CCCCC3)C2)C1 (stereo not given)	103.0	0.2
N#Cc1ccc(C(=O)CN2C(=O)S/C(=C\c3ccccc3)C2=O)cc1	101.0	0.1
COc1ccc(NC(=O)CN2NS(=O)(=O)c3ccccc3C2=O)cc1Cl	99.0	-0.7
COc1cc(Cc2cc(OC)c(C)cc2OC)c(OC)cc1C	105.0	0.3
CN(C)c1ccc(NC(=O)COC(=O)Cc2ccc(Br)cc2)cc1	99.0	-0.8
COc1ccc2c(c1)CCc1sc(NC(=O)c3ccc(Cl)cc3)nc1-2	106.0	0.3
CC(C)CNc1nc(NC(C)(C)C)nc(Oc2ccc(=O)n(-c3ccccc3)n2)n1	110.0	0.8
CCc1ccccc1NC(=O)Cn1nnc(C(=O)NCc2cccc(OC)c2)c1N	106.0	0.2
CCn1c(SCC(=O)OCC(=O)Nc2cccc(C(F)(F)F)c2)nnc1-c1ccco1	103.0	0.2
O=C(O)CC(c1ccccc1)n1cnnn1 (stereo not given)	105.0	0.1
Fc1ccc(NC(=S)NC2CN3CCC2CC3)cc1 (stereo not given)	100.0	-0.9
COc1ccc(C2NN=C3c4[nH]c5ccc(C)cc5c4CCC32)cc1 (stereo not given)	104.0	0.7
COc1ccc(CCn2c(N)cc(=O)[nH]c2=O)cc1OC	113.0	1.5
CC(=O)N1CCN(CC(=O)Nc2ccc3c(c2)OC(F)(F)O3)CC1	106.0	0.4
CCOc1ccc2c(c1)c(=O)c(S(=O)(=O)c1ccc(F)cc1)cn2CC(=O)Nc1ccccc1C	106.0	-0.4
CCOC(=O)c1c(S(=O)(=O)N2CCC(C(=O)N3CCN(c4ccccc4F)CC3)CC2)c(C)n(C)c1C	106.0	0
O=C(O)CCCc1nc2ccccc2s1	103.0	0.6
CCOc1ccc(CCNC(=O)c2cc3c(s2)-c2c(C)cccc2OC3)cc1	104.0	-0.2
Cc1ccc(Cn2c(=O)c3ccccc3n3c(CCC(=O)O)nnc23)cc1	101.0	-0.4
Cc1cc(C)c(C)c(S(=O)(=O)NC2(C#N)CCCCC2)c1C	101.0	-0.4
NC(=O)Cc1nc2ccccc2[nH]1	101.0	0
Cc1ccc(N2C3=C(C(=O)CC(C)(C)C3)C(c3cnn(C)c3)C3=C2CC(C)(C)CC3=O)cc1	101.0	0.1
Cc1csc(=O)n1CN1CCN(S(=O)(=O)c2ccccc2C#N)CC1	102.0	-0.1
O=C(CSc1nnc(Cc2cccs2)n1C1CCCCC1)c1ccccc1	103.0	0
CCN(c1ccccc1)S(=O)(=O)c1ccc(Sc2nnc(-c3cccs3)n2CC2CCCO2)nc1 (stereo not given)	100.0	-0.4
Cc1cc(NC(=O)c2cc(-c3cccc(Cl)c3)on2)n(-c2ccccc2)n1	100.0	-0.4
CC1(O)N(CCc2ccccc2)C(=O)OC12CCCCC2 (stereo not given)	106.0	0.4
Cc1ccc2nc(NCCO)[nH]c2c1	99.0	-0.5
Cc1ccc2cc3cc(C(=O)N4CCN(c5cc(Cl)ccc5C)CC4)oc3nc2c1	101.0	-0.5
CCCNC(=O)N1CCCN(S(=O)(=O)c2ccc3c(ccn3CC)c2)CC1	109.0	0.7
O=C(CSC1=NS(=O)(=O)c2cc(F)ccc2N1)NC1CCCC1	102.0	0.1
O=C(O)c1ccc2nccnc2c1	102.0	0
CNc1ccc(-c2nc(-c3ccccc3C)no2)cc1[N+](=O)[O-]	108.0	0
Cn1c(CNC(=O)CSc2nc(-c3ccccc3F)nc3cc(=O)[nH]n23)nc2ccccc21	106.0	-0.1

Later entries.
SMILES	Polio RdRp inh	Polio RdRp inh FP z-score
CC(=O)N1c2ccccc2CC1C(=O)N1CCN(c2ccc(F)cc2)CC1 (stereo not given)	108.0	0.5
COC(=O)c1ccc2c(=O)n3nc(N)sc3nc2c1	100.0	-0.5
CC(=O)N1c2ccc(S(=O)(=O)NCC3CCC(C(=O)NC(C)(C)C)CC3)cc2CC1C (stereo not given)	114.0	-0.1
Cc1ccccc1Cn1nnc2c(=O)[nH]c(C3CCCN(C(=O)c4ccc(F)cc4)C3)nc21 (stereo not given)	108.0	0.2
N#Cc1ccc(OCC(=O)NCCCN2CCCC2=O)cc1	102.0	-0.2
CNC(=O)c1ccc2c(c1)N(Cc1ccccc1Cl)C(=O)c1ccccc1S2	105.0	-0.1
COc1ccc(C(=O)OCC(=O)NCc2ccccc2)cc1	105.0	0.3
Cc1cccc(NC(=O)CN(c2ccc(C(C)C)cc2)S(=O)(=O)c2c(C)nn(C)c2C)c1C	100.0	-0.5
COc1ccc(Cn2c(CCC(=O)NCc3ccc(Cl)cc3)nc3cccnc32)cc1	109.0	0.7
CCOc1ccc(NC(=O)NCc2cccn2Cc2ccccc2)cc1	99.0	-1.6
NNC(=O)CNc1nc2ccccc2s1	104.0	0.2
CCOC(=O)c1ccc(N2C(=O)c3n[nH]c(-c4cccs4)c3C2c2ccc(Cl)cc2Cl)cc1 (stereo not given)	105.0	-0.7
CCn1cc(S(=O)(=O)c2cc(C)cc(C)c2)c(=O)c2cc(F)c(N3CCN(c4ccccc4)CC3)cc21	111.0	0.9
O=C(Cc1ccccc1)N1CCN(C2CCCCC2)CC1	99.0	-0.4
CN(C1CCCCC1)S(=O)(=O)c1ccc2c(c1)OCC(C(=O)N1CCCCC1)O2 (stereo not given)	101.0	0

Compounds shown so far with a CF3 group (three):
SMILES	Polio RdRp inh	Polio RdRp inh FP z-score
COc1cc(OC)cc(C(=O)Nc2ccc3nc(Nc4cccc(C(F)(F)F)c4)cc(C)c3c2)c1	109.0	0.7
COC(=O)c1ccc(C(=O)OC)c(NC(=O)c2cc3nc(-c4ccc(C)cc4)cc(C(F)(F)F)n3n2)c1	104.0	-0.3
CCn1c(SCC(=O)OCC(=O)Nc2cccc(C(F)(F)F)c2)nnc1-c1ccco1	103.0	0.2

Remaining list, next part
SMILES	Polio RdRp inh	Polio RdRp inh FP z-score
O=C(NCC1COc2ccccc2O1)C1CCN(S(=O)(=O)c2ccccc2)CC1 (stereo not given)	104.0	0.3
COc1ccc(C(N)C(=O)O)cc1 (stereo not given)	99.0	-0.1
CCOc1nc(-c2ccccc2)cc(-c2ccccc2)n1	101.0	-0.4
CCOc1cc(CNC(=O)c2ccc3c(c2)N(C)C(=O)C2CCCCN32)ccc1OC (stereo not given)	104.0	-0.8
COc1ccc(NC(=O)c2ccco2)cc1Nc1cc(C)nc2nc(-c3cccc(C)c3)nn12	101.0	0.2
COc1cccc(C2Nc3cccc4cccc(c34)N2)c1O	103.0	0.5
COc1ccc2c(c1)cc1c(=O)n(CC(=O)NC3CCCCC3)nc(C)n12	105.0	-0.3
Brc1csc(CN2CCc3nc(Nc4ccccc4)ncc3C2)c1	107.0	0.2
CCOC(=O)C1CCCCN1S(=O)(=O)c1cc2c(cc1C)NC(=O)CO2 (stereo not given)	100.0	-1.2
Cc1ccc(CN2CCN(C3CCN(C(=O)c4ccc(C)cc4)CC3)C(=O)C2=O)cc1	104.0	-0.6
CCn1c(NC(=O)COc2cccc(C(F)(F)F)c2)nc2ccccc21	103.0	-0.1
O=C(CCCN1C(=O)c2ccccc2Sc2ncccc21)NCc1ccccc1Cl	101.0	-0.1
CC(C)c1ccc(Nc2cc(C(=O)NC3CCCCC3)c3ccccc3n2)cc1	103.0	-1.3
CCn1c(C(=O)Nc2cc(C)cc(C)c2)cc2sc(Cl)cc21	105.0	0.1
O=C(Nc1ccccc1)Nc1ccc2snnc2c1	103.0	0.3

Quoted at random: 4 records from the list
SMILES	Polio RdRp inh	Polio RdRp inh FP z-score
COc1cccc(C2Nc3cccc4cccc(c34)N2)c1O	103.0	0.5
CC(C)c1ccc(Nc2cc(C(=O)NC3CCCCC3)c3ccccc3n2)cc1	103.0	-1.3
O=C(CCCN1C(=O)c2ccccc2Sc2ncccc21)NCc1ccccc1Cl	101.0	-0.1
O=C(Nc1ccccc1)Nc1ccc2snnc2c1	103.0	0.3

Further structures follow:
SMILES	Polio RdRp inh	Polio RdRp inh FP z-score
COc1ccc(C(=O)Nc2ccc3nc(SCC(=O)N4CCCc5ccccc54)sc3c2)cc1	99.0	-1.8
CCc1c(C)sc(NC(=O)c2cccs2)c1C(N)=O	74.0*	-2.8*
Cc1cc(N2CCC(C(=O)Nc3ccc(F)cc3C)CC2)n2nc(C)c(-c3ccc(Cl)cc3)c2n1	109.0	1.1
COc1ccc(-c2nc(C)c(CCNS(=O)(=O)c3ccc(Cl)s3)s2)cc1OC	99.0	-0.6
c1ccc(CN2CCN(Cc3nnc(-c4ccccc4)o3)CC2)cc1	102.0	0.2
CSc1nnc(C2CCCN(CC(=O)NC3CCCCC3C)C2)n1C (stereo not given)	100.0	-0.4
O=C(CCNS(=O)(=O)c1ccccc1)N1CCCc2ccccc21	106.0	0.5
O=C(NCc1ccccc1)c1cc(-c2ccccc2)n[nH]1	101.0	0
NCC(=O)NCc1ccco1	104.0	0.3
CC(=O)Nc1ccc(Nc2ncnc3c2c(-c2ccccc2)cn3-c2ccccc2)cc1	102.0	-0.8
COc1cccc(NC(=O)c2sc(-n3nc(C)c(Cc4ccccc4Cl)c3C)nc2C)c1	111.0	0.7
Nc1nc2c(c(=O)[nH]1)CCC2	101.0	-0.2
c1ccc2c(c1)-c1ccccc1C2N1CCOCC1	103.0	0.2
Cc1cc(-n2c(C)cc(/C=C/C(=O)N3CCN(c4ncccn4)CC3)c2C)no1	109.0	1
CN=c1scc(-c2ccc3c(c2)OCCO3)n1/N=C/c1ccc(NC(C)=O)cc1	107.0	0.5
O=C(Cn1nc(N2CCN(c3ccccc3)CC2)ccc1=O)NCc1cccc(Cl)c1	103.0	-0.9
NC(=O)CC1C=CS(=O)(=O)C1 (stereo not given)	104.0	0.2
CC1S/C(=C(/C#N)C(=O)NCc2ccco2)N(Cc2ccco2)C1=O (stereo not given)	104.0	0.1
CCOC(=O)c1ccc(N2C(=O)c3[nH]nc(-c4ccc(OC)cc4)c3C2c2ccc(OC)cc2)cc1 (stereo not given)	102.0	0.7
CCOC(=O)c1cc(/C(C)=N/NS(=O)(=O)c2ccc(F)c(Cl)c2)on1	98.0	-0.7
O=C1NCCCC1C(=O)Nc1cccc(C(F)(F)F)c1 (stereo not given)	103.0	0.5
CC(=O)N(Cc1cc2cccc(C)c2[nH]c1=O)C(C)(C)C	100.0	-0.5
Clc1ccc(Cn2c(/N=C/c3ccc4c(c3)OCO4)nc3ccccc32)cc1	103.0	0.5
CN(C)S(=O)(=O)c1cccc(COC(=O)c2cccnc2Cl)c1	103.0	0.2
CC1CCCC(NC(=O)Cn2c3ccccc3c3cn[nH]c(=O)c32)C1C (stereo not given)	102.0	0.2
O=C(O)C1CCCCC1C(=O)N1CCN(c2ccccn2)CC1 (stereo not given)	101.0	-0.3
Cc1ccc(C(=O)O)c2c1N[C@H](c1ccccc1Cl)C1CC=CC21 (stereo not given in full)	104.0	0.9
O=C(N/N=C/c1ccco1)c1cccc(S(=O)(=O)Nc2cccc(Cl)c2)c1	103.0	0
Cc1ccc(C#N)o1	104.0	0.3
CC(C)NC(=O)CSc1nnc(-c2ccc3c(c2)OCO3)o1	101.0	-0.1
Cc1cc(-c2nc(C34CC5CC(CC(C5)C3)C4)cs2)no1	104.0	0.4
N#Cc1nc2n(c1C#N)CN(CCc1ccc(Cl)cc1Cl)CN2	105.0	0.4
CN(C)CC(C)(O)c1ccc(Br)cc1 (stereo not given)	102.0	0.2

Entries above containing bromine:
SMILES	Polio RdRp inh	Polio RdRp inh FP z-score
CN(C)c1ccc(NC(=O)COC(=O)Cc2ccc(Br)cc2)cc1	99.0	-0.8
Brc1csc(CN2CCc3nc(Nc4ccccc4)ncc3C2)c1	107.0	0.2
CN(C)CC(C)(O)c1ccc(Br)cc1 (stereo not given)	102.0	0.2

Compound activity (PubChem)
